# NOD2 inhibition: NOD2 signaling inhibitors, cell-based, luminescence, uHTS, HEK293 (AID 1566); 0.63% of 290,000 active; HEK293 NOD2/NF-kB luciferase reporter, luminescence; higher % means a stronger effect; one-dose inhibition, % at 4 µM; EC50 in µM for titrated hits; in the data active = inhibition above about 50%; note: many of its hits are not listed in these tables
# Ins promoter up: MIN6 insulin promoter up-regulation | MIN6 insulin promoter-GFP reporter, high-content imaging; active compounds read high | z-score at 5 µM | 0.3% of 190,000 active;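 active = z-score above 3 at 5 µM with at least 500 cells counted in the well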
# Hep lipid drop: modulators of hepatic lipid droplet formation. AML12 mouse hepatocytes, oleate lipid droplets, BODIPY imaging. inhibition, % at 6.5 µM. 0.4% of 240,000 active. AID 1656;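 active = lipid droplet intensity inhibited by at least 50%, with more than 500 cells counted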
#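 Technique: fluorescence imaging, 20x objective, two fields per well / Assay system: AML12 hepatocytes (mouse) / Measure: % inhibition of lipid droplet signal / Doses: 6.5 µM single-point dosing / Incubation: overnight exposure / Reagent: 100 µM oleic acid challenge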
# WT yeast gro inh: growth inhibition of WT yeast, mitochondrial fusion screen | mitochondrial fusion phenotypic screen, WT strain | inhibition, % at 10 µM | 2.1% of 190,000 active; in the data active = inhibition above about 58%; tested in S. cerevisiae
# MT stabilizer: stabilizes microtubules in HeLa cells; HeLa tubulin immunostaining HCS, 24 h; share of cells brighter than vehicle mean+2SD; % tubulin-high responders, % at 10 µM; 0.83% of 200,000 active; AID 2205;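 active = plate Z-score above 3 for both tubulin-high and condensed-nucleus cell shares, with cell loss under 80%, at 10 µM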;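 note: anti alpha tubulin signal scored within the nucleus-defined area of each cell; some results filed as inactive read as strong as hits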
# Dynein transport: blocks dynein driven cargo transport along microtubules; 3617.4 mouse cells, GR-EGFP nuclear translocation imaging; test concentration mostly 20 µM; stimulated with dexamethasone, 1 µM; active compounds read low; z-score, hits read low; 0.47% of 220,000 active; AID 1381;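 active = plate z-score of nuclear minus cytoplasmic receptor signal below a set negative limit, without overly bright fluorescence or cell loss, cut at about -3.5 in these data, passing the limit was not always enough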;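 note: z-score of nuclear minus cytoplasmic ring GR-EGFP intensity difference per well; some compounds called inactive have numbers as strong as hits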
#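 Medium: Induction medium lacking tetracycline, stripped serum | Probe or stimulus: 1.0 µM final dexamethasone stimulus | Schedule: 48 h induction, then 1 h compound, then 30 min agonist, 37 °C | Signal: Automated 10x imaging of fixed Hoechst-stained cells | Evaluation: Per-cell GR-EGFP intensity, nucleus versus surrounding cytoplasmic ring, well-averaged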
# bCat nuc transl: alters nuclear translocation of beta-catenin in HeLa cells; immunofluorescence imaging; nuclear translocation activity, % at 5 µM; 0.3% of 190,000 active;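 active = nuclear translocation activity above 50% at 5 µM, with a well cell count of 50 or more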;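 note: per-cell ratio of nuclear to cytoplasmic median beta-catenin stain intensity; plate controls were DMSO negative control for no effect and GSK-3 inhibitor IX positive control for full effect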
#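 Read-out: Nuclear/cytoplasmic beta-catenin signal ratio, % activation | Assay system: Human HeLa cell line | Times: 24 h compound exposure at 37°C, 5% CO2 | Signal: Fluorescence imaging of beta-catenin antibody stain plus DAPI | Dosing: 5 µM primary, 0.02–20 µM confirmation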
# Yfh1-off respiration: enhancers of respiration in Yfh1-depleted yeast, dose response, Friedreich's ataxia, plus single-dose screen (AID 1465); fold induction at 50 µM, or EC50 in µM where a hit was titrated; 0.074% of 220,000 active; S. cerevisiae Yfh1-off respiration, WST-1 reduction, 72 h; higher fold induction means a stronger effect;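 active = fold induction of absorbance versus untreated yeast above a set limit, then at least 30% activation at any dose in follow-up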;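 note: activators that raise dye reduction in frataxin-depleted yeast; strong numbers were not always called active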
# Autophagy HCS: autophagy modulation, high-content screen; MEF GFP-LC3 puncta imaging; test concentration mostly 10 µM; calls only at 10 µM (by protocol); 0.98% of 190,000 active; AID 463193;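 active = percentage of spot-positive cells more than 3 SD above its plate mean, without a fluorescence outlier flag or 80% toxicity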;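 note: spot-positive cell cutoff set from DMSO-treated cells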
# WT yeast gro inh mutant strain: recorded beside WT yeast gro inh, whose call it bears; inhibition, %; mitochondrial fusion phenotypic screen, mutant strain inhibition
# Dynein transport cytoplasmic EGFP: also measured in Dynein transport; calls as there; z-score; measured here: cytoplasmic GR-EGFP intensity; active compounds read high
# Dynein transport nuclear GR-EGFP: further read-out of Dynein transport, marked with its call; z-score; measured here: nuclear GR-EGFP intensity;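 lower value marks the stronger effect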
# Dynein transport cell count: second read-out of Dynein transport, no call of its own (marks repeat the call); z-score; measured here: cell count per field
# Ins promoter up cell count: second read-out of Ins promoter up, no call of its own (marks repeat the call); cell count; measured here: cytotoxicity, nuclei count;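 total cells summed across four imaged fields per well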
# Hep lipid drop cells 6.5 µM: second read-out of Hep lipid drop, no call of its own (marks repeat the call); cell count; measured here: cell count, cytotoxicity flag;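 cells counted across two imaged fields per well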
# bCat nuc transl cell count 5 µM: further read-out of bCat nuc transl, marked with its call; cell count; measured here: cell count, cytotoxicity flag
# MT stabilizer Hoechst-high %: second read-out of MT stabilizer, no call of its own (marks repeat the call); % Hoechst-high responders; measured here: nuclear condensation Hoechst responders;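 share of cells brighter than vehicle mean plus two SD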
# MT stabilizer cytotoxicity %: also measured in MT stabilizer; calls as there; toxicity, %; measured here: cytotoxicity by cell density;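 0% = mean cell density of plate MIN control wells and 100% = no cells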
# Autophagy HCS cell loss 18 h: also measured in Autophagy HCS; calls as there; toxicity, %; measured here: cell loss, nuclei count;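 cell loss after 18 h compound exposure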
# Numbers without * were called inactive; i = inactive; x = not tested or not shown. Some of the compounds tested; the hit share may differ from the screen's.
SMILES,NOD2 inhibition,Ins promoter up,Ins promoter up cell count,Hep lipid drop,Hep lipid drop cells 6.5 µM,WT yeast gro inh,WT yeast gro inh mutant strain,MT stabilizer,MT stabilizer Hoechst-high %,MT stabilizer cytotoxicity %,Dynein transport,Dynein transport cytoplasmic EGFP,Dynein transport nuclear GR-EGFP,Dynein transport cell count,bCat nuc transl,bCat nuc transl cell count 5 µM,Yfh1-off respiration,Autophagy HCS,Autophagy HCS cell loss 18 h
CC(=O)c1ccc(N2CCN(C(=O)CCCc3nc4ccccc4s3)CC2)cc1,-12.6%,1.01,1288,-9.1,697,-2.2,-23.2,2.4,2.8,5.1,-0.113,-0.187,0.877,-0.273,0.8,508,i,i,40.8
CCOC(=O)c1cn(CC#N)c2cc(F)c(F)cc2c1=O,-18.3%,-0.54,1657,-6.6,554,-8.1,0.6,3.2,2.5,4.6,-0.558,-0.0117,0.0229,0.362,-1.1,1075,i,i,5.2
COc1ccc(C(CC(=O)Nc2ccccc2OC)n2cccc2)cc1 (stereo not drawn),6.6%,0.43,1186,-4.0,634,10.4,-3.9,2.7,3.3,7.1,0.407,-0.2,-0.205,-1.11,x,x,i,i,-1.5
Cc1ccccc1OCCCC(=O)Nc1nncs1,-16.0%,-0.14,1461,1.0,743,-17.8,-10.3,5.6,3.6,0.2,-0.297,-0.344,-0.685,0.218,-1.8,949,i,i,-3.2
CCCOc1ccc(/C=N/NC(=O)C2CCCN2S(=O)(=O)c2ccc(Cl)cc2)cc1 (stereo not drawn),-7.5%,0.1,1217,-5.5,755,-4.2,-20.8,2.3,2.0,7.8,-1.05,0.248,-0.21,0.907,0.2,1014,i,i,-6.6
COc1ccc(C2C(C(=O)c3cccs3)=C(O)C(=O)N2c2nncs2)cc1 (stereo not drawn),-9.9%,0.3,1594,x,x,5.9,1.7,4.9,2.4,8.4,-0.508,1.04,-0.0123,0.614,-5.3,984,i,i,-2.9
O=C(NCCN1CCCC1)C1(S(=O)(=O)c2ccc(Cl)cc2)CC1,17.1%,3.06*,1569*,x,x,6.1,-16.9,3.0,1.7,14.3,-0.401,-0.133,-0.357,0.211,-2.2,1403,i,i,22.4
CCOc1ccc(CCNC(=O)c2cc3c(C)nccc3[nH]c2=O)cc1OCC,9.7%,-0.05,1285,-0.5,685,-0.8,10.9,3.5,1.8,3.7,0.19,0.0534,0.376,0.0401,-3.1,1153,i,i,18.2
O=C(C1CCC(CNc2c(N3CCCCC3)c(=O)c2=O)CC1)N1CCCC1 (stereo not drawn),8.6%,-0.23,1101,-9.6,708,x,x,x,x,x,1.71,-0.144,1.79,-2.13,0.2,1269,i,x,x
CCN(CC)CCNC(=O)c1cc(Sc2nnc(C)s2)nc2ccccc12,-4.6%,-0.25,1203,-12.1,544,-4.1,-20.9,5.4,2.0,3.1,-0.047,-0.269,-0.244,-0.0547,-1.1,491,i,i,-3.9
O=C(COC(=O)c1ccc2ncsc2c1)NC(=O)c1ccccc1,-11.0%,x,x,-8.8,749,-37.2,-5.2,1.5,3.2,10.3,0.371,-0.232,-0.0743,1.12,-0.2,1568,i,i,17.3
CN(C(=O)c1ccc(Cl)cc1)C1=CCCCC1CCC#N (stereo not drawn),26.8%,0.15,991,x,x,0.7,10.5,4.8,3.6,6.2,-1.08,0.355,-0.338,0.684,-0.4,1105,i,i,-1.2
FC(F)(F)c1nnc2ccc(-n3ccnc3)nn12,17.1%,-0.4,1062,x,x,-5.6,1.7,4.6,3.4,7.4,-0.497,-0.262,-0.209,0.639,-1.5,1198,i,i,6.0
COC(=O)C1=C(C)OC(N)=C(C#N)C1C1CCCCC1 (stereo not drawn),-1.1%,x,x,x,x,-13.5,11.5,4.5,3.1,14.1,-0.259,0.264,0.241,-0.0785,x,x,i,i,9.2
Fc1ccc(C2CCCN2Cc2nc(CC3CC3)no2)cc1 (stereo not drawn),-2.1%,0.49,1419,1.4,632,5.8,-9.1,2.6,1.7,7.1,0.118,-0.262,0.167,0.822,1.2,1571,i,i,0.0
COc1ccc2[nH]c3c(=O)n(Cc4ccc(C(=O)N5CCCC5)cc4)c(=S)[nH]c3c2c1,-1.9%,x,x,-23.8,721,-5.1,-2.9,4.6,1.5,4.6,0.181,-0.265,0.243,-0.447,-1.4,594,i,i,26.0
CCOc1cccc(CNc2ccc(O)cc2)c1OCc1ccc(Cl)cc1,14.0%,-0.29,1591,x,x,17.7,3.9,2.8,1.3,0.1,-1.65,0.43,-0.794,0.0836,-1.6,1319,i,i,4.2
Cc1ccc(Nc2nc(N)c([N+](=O)[O-])c(NCCO)n2)cc1C,-7.0%,0.02,1118,-8.2,755,x,x,x,x,x,0.95,-0.172,0.964,-1.58,0.4,1324,i,x,x
Cc1c(N(C(=O)c2cc(=O)[nH]c3ccccc23)C(C)C)c(=O)n(-c2ccccc2)n1C,-6.9%,1.83,887,0.3,726,14.0,24.2,1.6,1.3,6.9,0.259,-0.225,-0.113,0.41,-1.9,1132,i,i,-2.5
CC(=O)N(Cc1ccc2c(c1)OCO2)C1CC(=O)N(CCc2ccccc2)C1=O (stereo not drawn),-11.1%,-0.11,1352,x,x,9.7,12.5,3.7,2.9,13.7,-0.748,-0.349,-0.487,0.905,-2.1,1058,i,i,10.3
CC(C)c1onc(C(=O)N2CCCCCC2)c1[N+](=O)[O-],20.5%,-0.28,1205,3.7,733,8.7,-5.3,1.6,0.9,2.5,-0.228,-0.119,0.16,-0.491,-0.4,1110,i,i,15.9
COc1ccc([N+](=O)[O-])cc1NC(=O)c1ccccc1N(C)S(C)(=O)=O,2.6%,-0.21,1263,-2.2,734,-0.9,12.7,2.4,1.0,2.5,0.201,-0.0732,0.365,0.34,0.2,1142,i,i,27.3
Cc1nnc(N(C)C(=O)c2cccnc2)s1,-9.5%,0.75,1304,9.5,695,9.9,5.0,2.1,2.3,10.3,-0.972,-0.107,0.143,0.324,x,x,i,i,-1.7
Cc1cc(S(=O)(=O)N(Cc2ccccc2)Cc2ccc(N(C)C)cc2)ccc1-n1cnnn1,12.4%,-0.99,896,-36.4,691,-4.1,2.0,2.7,3.3,7.2,0.0184,-0.144,0.582,-0.583,-0.5,1194,i,i,0.4
CC1(C)CC(N2CCOCC2)=CC(=[N+]2CCOCC2)C1,-5.7%,-0.15,1303,4.4,689,4.9,2.0,2.2,1.8,4.7,-1.22,-0.131,-0.648,0.931,-2.3,1067,i,i,-10.1
CCOC(=O)C1CCCN(S(=O)(=O)c2cc(OCC(N)=O)c(C)cc2Cl)C1 (stereo not drawn),8.2%,0.14,1096,-13.6,711,1.4,7.5,2.7,1.7,4.2,0.628,-0.269,0.115,1.11,x,x,i,i,-1.1
Cc1ccccc1COc1ccc2oc(C)c(C(=O)O)c2c1,15.7%,-0.25,1046,24.0,784,x,x,x,x,x,0.638,-0.217,0.22,-0.409,0.2,1300,i,x,x
COc1ccc(CNC(=O)C2CCCN2)cc1OC (stereo not drawn),-1.7%,-0.19,1572,0.9,660,3.9,-2.0,1.5,1.6,2.6,0.159,-0.0578,0.671,-0.461,0.5,1458,i,i,-5.4

# A draw from above in order of molar mass, highest first.
SMILES,NOD2 inhibition,Ins promoter up,Ins promoter up cell count,Hep lipid drop,Hep lipid drop cells 6.5 µM,WT yeast gro inh,WT yeast gro inh mutant strain,MT stabilizer,MT stabilizer Hoechst-high %,MT stabilizer cytotoxicity %,Dynein transport,Dynein transport cytoplasmic EGFP,Dynein transport nuclear GR-EGFP,Dynein transport cell count,bCat nuc transl,bCat nuc transl cell count 5 µM,Yfh1-off respiration,Autophagy HCS,Autophagy HCS cell loss 18 h
Cc1cc(S(=O)(=O)N(Cc2ccccc2)Cc2ccc(N(C)C)cc2)ccc1-n1cnnn1,12.4%,-0.99,896,-36.4,691,-4.1,2.0,2.7,3.3,7.2,0.0184,-0.144,0.582,-0.583,-0.5,1194,i,i,0.4
CCOC(=O)C1CCCN(S(=O)(=O)c2cc(OCC(N)=O)c(C)cc2Cl)C1 (stereo not drawn),8.2%,0.14,1096,-13.6,711,1.4,7.5,2.7,1.7,4.2,0.628,-0.269,0.115,1.11,x,x,i,i,-1.1
CC(=O)N(Cc1ccc2c(c1)OCO2)C1CC(=O)N(CCc2ccccc2)C1=O (stereo not drawn),-11.1%,-0.11,1352,x,x,9.7,12.5,3.7,2.9,13.7,-0.748,-0.349,-0.487,0.905,-2.1,1058,i,i,10.3
Cc1ccccc1COc1ccc2oc(C)c(C(=O)O)c2c1,15.7%,-0.25,1046,24.0,784,x,x,x,x,x,0.638,-0.217,0.22,-0.409,0.2,1300,i,x,x
CC1(C)CC(N2CCOCC2)=CC(=[N+]2CCOCC2)C1,-5.7%,-0.15,1303,4.4,689,4.9,2.0,2.2,1.8,4.7,-1.22,-0.131,-0.648,0.931,-2.3,1067,i,i,-10.1
Cc1nnc(N(C)C(=O)c2cccnc2)s1,-9.5%,0.75,1304,9.5,695,9.9,5.0,2.1,2.3,10.3,-0.972,-0.107,0.143,0.324,x,x,i,i,-1.7
